INS-1E GSIS act = GLuc luminescence reporter in INS-1E cells, primary screen for activators of glucose-dependent secretion of insulin; INS-1E GLuc reporter insulin secretion, 2-3 h; activation, % at 16.6 µM; 0.61% of 370,000 active;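 active = lowest replicate activation of at least 40%, so every replicate reaches that level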;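 note: 0% = median of neutral control wells and 100% = median of IBMX positive control wells; some compounds called inactive have numbers as strong as hits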
RAD52 anneal inh = RAD52 DNA annealing inhibitors, primary screen, biochemical, FRET, single point, set 2 | DNA repair protein RAD52 homolog (Homo sapiens), P43351 | recombinant RAD52 DNA annealing, FRET fluorescence | inhibition, % at 18.7 µM | 0.46% of 360,000 active;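 active = every replicate showing at least 50% inhibition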
RAD54 inh = inhibitors of human RAD54 branch migration, primary screen, biochemical, fluorescence, single point; DNA repair and recombination protein RAD54-like (Homo sapiens), Q92698; AID 602329, 2012; 0.14% of 360,000 active; RAD54 Holliday junction branch migration, FAM/BHQ fluorescence; inhibition, % at 10.4 µM;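 active = mean normalized replicate activity at least 40 and at least half of replicates scoring 40 or more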;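 note: 0% = median of neutral control wells and 100% = median of positive control wells; inhibitors cause a drop in the FAM fluorescence signal; in these data hits start at about 50%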
Target sequence (Q92698 whole entry, looked up): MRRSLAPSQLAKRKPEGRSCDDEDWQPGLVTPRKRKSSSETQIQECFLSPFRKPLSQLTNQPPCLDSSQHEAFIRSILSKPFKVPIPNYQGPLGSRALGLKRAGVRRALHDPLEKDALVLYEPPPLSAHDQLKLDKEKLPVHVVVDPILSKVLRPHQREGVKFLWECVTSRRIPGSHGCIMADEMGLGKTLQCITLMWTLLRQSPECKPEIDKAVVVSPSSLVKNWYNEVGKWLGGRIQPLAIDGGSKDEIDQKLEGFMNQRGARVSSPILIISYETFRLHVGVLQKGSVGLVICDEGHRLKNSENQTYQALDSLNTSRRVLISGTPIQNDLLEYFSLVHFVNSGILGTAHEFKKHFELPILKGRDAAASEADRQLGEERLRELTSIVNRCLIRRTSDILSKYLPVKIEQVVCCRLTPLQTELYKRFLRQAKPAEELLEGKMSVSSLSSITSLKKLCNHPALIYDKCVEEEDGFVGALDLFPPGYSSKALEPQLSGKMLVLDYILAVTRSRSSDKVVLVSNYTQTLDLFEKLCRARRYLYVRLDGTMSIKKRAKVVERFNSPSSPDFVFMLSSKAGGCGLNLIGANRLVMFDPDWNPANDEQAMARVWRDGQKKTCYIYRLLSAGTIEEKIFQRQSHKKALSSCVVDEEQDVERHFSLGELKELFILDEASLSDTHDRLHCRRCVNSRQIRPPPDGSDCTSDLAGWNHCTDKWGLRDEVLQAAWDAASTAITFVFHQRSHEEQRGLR
E-selectin induc = E-selectin induction in HUVECs, primary screen, imaging, HUVEC, immunofluorescence imaging, single point | activation, % at 7.58 µM | 0.37% of 260,000 active | P16581 | normalized: neutral wells 0, TNF-alpha wells 100;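 active = mean E-selectin-positive cell signal at least 10% of the positive control, reached in at least 60% of replicates, without over 20% cell loss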;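 note: in these data hits start at about 27%; measured in HUVEC primary endothelial cells; signal is the percent of cells scored E-selectin positive by PE staining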
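Test system: HUVEC; input: 3,000 HUVEC/well; measured by: immunofluorescence imaging; read-out: % PE-positive cells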
Xi reactivation = activators of inactive X chromosome reactivation, primary screen, imaging, XiGFP fibroblasts, GFP high-content imaging, set 2 | XiGFP mouse fibroblasts, % GFP-positive cells imaging, 3 d; cells co-treated with 5-aza-dC sensitizer; scaled so ellipticine positive control = 100% | activation, % at 7.58 µM | 0.055% of 360,000 active;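 active = mean normalized replicate activation at least 10% and every replicate at or above 10%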;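 note: 0% = median of on-plate neutral control wells and 100% = ellipticine 6 µM median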
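material = 68-5-11 XiGFP fibroblast line | medium = DMEM plus 5-aza-dC sensitizer | schedule = 3 days compound exposure | benchmarks = positive control ellipticine, 6 µM final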
F508del corr = F508del CFTR correction, initial screen, CFBE line, single point | CFBE cells, YFP halide quenching; stimulated with forskolin plus potentiator P3; % fluorescence drop versus neutral controls | 0.36% of 350,000 active | AID 720511, 2013 | activity (quench increase), % at 7.58 µM;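 active = mean added fluorescence quench of at least 8% versus neutral control, with both replicates also reaching 8%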;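 note: cells transiently co-express mutant CFTR-F508del with the halide-sensitive YFP; corrector assay measuring rescue of mutant channel to the surface after 24 h compound exposure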
DENV2 CPE = inhibitors of DENV2 cytopathic effect, primary screen, cell-based, plate reader, single concentration | DENV2-infected cells, cytopathic effect rescue | CPE inhibition, % at 9.99 µM | 1.7% of 350,000 active | AID 651640, 2012; in the data active = CPE inhibition above about 20%, passing the limit was not always enough; tested in BHK-21 cells;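 note: 0% = median of neutral control wells and 100% = median of positive control wells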
CASP6 VEID inh = human caspase-6 inhibitors, primary screen, biochemical, VEID-R110 fluorescence, single point, set 2. P55212. inhibition, % at 12.5 µM. 0.53% of 350,000 active. purified caspase-6, Z-VEID-R110 cleavage fluorescence;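 active = mean inhibition across replicates at least about 35%, with every replicate also reaching that limit, limit read from the data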;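 note: 0% = median of neutral control wells and 100% = no fluorescence left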
Target sequence (P55212 24-179 limits assumed): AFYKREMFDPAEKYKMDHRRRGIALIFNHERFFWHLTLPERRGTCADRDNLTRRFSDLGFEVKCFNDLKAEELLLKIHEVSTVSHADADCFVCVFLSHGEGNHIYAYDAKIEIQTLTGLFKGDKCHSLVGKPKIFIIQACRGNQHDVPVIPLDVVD
Target sequence (P55212 194-293 limits assumed): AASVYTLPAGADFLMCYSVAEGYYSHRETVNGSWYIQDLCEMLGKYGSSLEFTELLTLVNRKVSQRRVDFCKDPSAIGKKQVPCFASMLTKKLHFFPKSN
* = called active by the depositor; · = not tested or not shown. Compounds were not picked by outcome; any-hit rate near 3.7%.

SMILES	INS-1E GSIS act	RAD52 anneal inh	RAD54 inh	E-selectin induc	Xi reactivation	F508del corr	DENV2 CPE	CASP6 VEID inh
O=C(C[C@H]1C[C@H](C(=O)N2CCCCC2)[C@@]2(CCc3ccccc3)c3[nH]c4cc(-c5ccco5)ccc4c3CCN2C1=O)NCCN1CCOCC1	0	-11	-5	1.2	0.1	0.9	-12	-15
CC(C)c1ccccc1NC(=O)COC(=O)CCN1C(=O)/C(=C\C=C\c2ccccc2)SC1=S	8	-100	·	·	0.3	-3.8	1	-2
CCCNC(=O)N1CC2(CCN(C(=O)CCC)CC2)c2c(n(C)c3cc(OC)ccc23)[C@@H]1CO	3	14	·	0.7	0.2	1.6	7	-1
CCOc1ccccc1C(=O)Nc1ccc(-n2nncc2C(C)(C)C)cc1	3	1	-1	0.1	0.2	·	1	1
Cc1ccc(NC(=S)N(CCN2CCOCC2)Cc2cc3cc4c(cc3[nH]c2=O)OCCO4)cc1	17	-22	2	1.6	-0.1	-0.2	-7	4
COc1cc2c(cc1OC)C(c1ccccc1O)NCC2 (configuration not stated)	7	-30	-10	·	0.1	-9.0	-12	-1
CN1CCN(S(=O)(=O)c2cccc([N+](=O)[O-])c2)CC1	9	-13	-6	·	·	-1.9	0	-2
Cc1ccc(C2=NN(C(=O)c3ccco3)C(O)(C(F)(F)F)C2)cc1 (configuration not stated)	10	-2	-9	·	0.1	-0.9	0	4
Cc1ccc(S(=O)(=O)N2CCOCC2)cc1NC(=O)COC(=O)/C=C/c1ccc(F)cc1	·	8	·	12	0.0	-3.9	4	-1
O=C(NCc1ccc(OC(F)(F)F)cc1)C1CC(c2ccc(C(F)(F)F)cc2)=NO1 (configuration not stated)	-9	3	6	0.1	-0.1	1.5	1	-3
CN(C)C(=O)C[C@H]1CC[C@@H]2[C@H](COc3ccc(NC(=O)C4CCCC4)cc3C(=O)N2C)O1	5	-8	·	0.1	0.0	0.9	-1	0
COCCC(=O)N1CCCC(C(=O)c2ccc(Oc3ccccc3)cc2)C1 (configuration not stated)	-7	-25	-2	·	0.0	0.1	-2	0
O=S(=O)(Nc1ccc(-n2cccc2)cc1)c1ccc(F)cc1	-48	-25	-8	-0.2	0.0	-4.5	9	1
CC(OC(=O)c1ccncc1)C(=O)NC1CCCC1 (configuration not stated)	5	-4	·	1.3	0.0	1.5	·	-2
COCC(=O)N1CC2(CN(S(C)(=O)=O)C2)c2c(n(C)c3cc(OC)ccc23)[C@@H]1CO	4	-8	·	-0.1	0.0	-1.9	-4	-1
Cc1ccc(NC(=O)Cn2cccc2)cc1	-1	-24	·	·	0.3	-0.4	·	4
C=CCCC1CN(Cc2ccc(OC)cc2)S(=O)(=O)c2c(Oc3ccc(C)cc3)cccc2O1 (configuration not stated)	8	-2	·	0.1	0.1	1.7	3	3
CSCCC(NC(=O)c1ccccc1Br)C(=O)NNC(=O)c1ccco1 (configuration not stated)	21	-5	-1	-1.2	0.0	-1.9	-3	3
CCCN1CCC(NC(=S)Nc2ccc([N+](=O)[O-])cc2)CC1	-9	1	·	1.5	0.4	-1.8	6	-6
COCCNC(=O)[C@@H]1[C@@H](CO)[C@@H]2Cn3c(cccc3=O)[C@H]1N2Cc1cc(F)ccc1F	-1	2	-5	-0.3	0.9	-1.4	9	-2
Cc1ccc(CNC(=O)CCn2cc(-c3ccc(C)cc3)nc2CCN)cc1	·	29	-5	1.6	-0.1	-3.5	1	-3
COCCCNCc1cc(C)n(-c2cc(S(=O)(=O)N3CCOCC3)ccc2N2CCCC2)c1C	4	-10	2	·	0.0	-1.1	18	-16
C[C@H]1CN([C@@H](C)CO)C(=O)c2cc(-c3ccncc3)cnc2O[C@@H]1CN(C)C	10	-8	-14	1.7	0.0	1.0	0	5
O=C(CSc1ccc2nnc(-c3cccc(F)c3)n2n1)NCc1ccco1	14	-34	-4	·	·	-2.3	·	-3
CCc1c(C)nc2cc(-c3ccc(Cl)cc3)[nH]n2c1=O	-14	-15	-3	0.4	0.1	-0.6	-7	1

Brought forward from above: 5 entries; new compounds follow.
SMILES	INS-1E GSIS act	RAD52 anneal inh	RAD54 inh	E-selectin induc	Xi reactivation	F508del corr	DENV2 CPE	CASP6 VEID inh
Cc1ccc(CNC(=O)CCn2cc(-c3ccc(C)cc3)nc2CCN)cc1	·	29	-5	1.6	-0.1	-3.5	1	-3
COCCCNCc1cc(C)n(-c2cc(S(=O)(=O)N3CCOCC3)ccc2N2CCCC2)c1C	4	-10	2	·	0.0	-1.1	18	-16
C[C@H]1CN([C@@H](C)CO)C(=O)c2cc(-c3ccncc3)cnc2O[C@@H]1CN(C)C	10	-8	-14	1.7	0.0	1.0	0	5
O=C(CSc1ccc2nnc(-c3cccc(F)c3)n2n1)NCc1ccco1	14	-34	-4	·	·	-2.3	·	-3
CCc1c(C)nc2cc(-c3ccc(Cl)cc3)[nH]n2c1=O	-14	-15	-3	0.4	0.1	-0.6	-7	1
Cc1ccc(NC(=O)Nc2ccc(Cl)c(Cl)c2)nc1	0	-7	-6	1.3	0.1	-0.6	12	-1
Cc1c(NS(=O)(=O)c2ccc(C(=O)NCc3ccccc3)cc2)c(=O)n(-c2ccccc2)n1C	1	-4	0	0.1	0.4	0.1	-5	-4
CC(C)(C)NC(=O)COc1ccc2oc3c(c2c1)CCCC3	9	-8	0	·	0.2	-0.1	-4	2
CN1C(=O)C2C(c3ccc(N(C)C)cc3)NN(Cc3ccccc3)C2C1=O (configuration not stated)	1	-3	1	4.9	0.1	0.5	5	-1
CC(=O)Nc1cc(-c2ccc(N3CCN(C)CC3)cc2)cn2c(-c3ccccc3)cnc12	-4	5	4	0.2	0.1	-2.5	-8	-41
O/N=C\c1cnc(N2CCN(c3ccccc3)CC2)s1	10	-6	3	·	0.0	0.0	-2	2
COc1cccc(NC(=O)CSc2nc3ccccc3n2C)c1	0	-9	·	-2.6	0.1	4.7	3	1
O=C(C1CCOCC1)N1CC(=O)N2[C@H](C1)[C@@H](c1ccc(C#CC3CCCC3)cc1)[C@@H]2CO	10	0	·	-0.6	0.1	-0.2	7	3
CC(C)[C@H](NC(=O)C1CC(=O)N(c2ccc3c(c2)OCO3)C1)C(=O)NC1CCCC1 (some centres not stated)	-5	-3	-4	·	0.1	0.4	0	4
COC(=O)c1ccccc1NC(=O)c1cc(-c2cccs2)on1	5	-10	1	·	·	-2.0	0	2
CCN(C(=O)c1cc2c(C)nc3ccccc3c2o1)c1cc(Cl)ccc1OC	-15	-13	-1	-0.1	-0.1	-4.0	3	2
O=C1NC[C@H](CCCCN2C[C@H](Cc3ccccc3)N(CCC3CCCCC3)C(=O)C2=O)N(Cc2ccccc2)C1=O	-17	-6	·	0.2	-0.1	-2.4	6	-2
O=C(CN1CCN(c2ccccc2)CC1)Nc1ccc2c(c1)CCC2	6	-5	·	·	0.1	0.9	-3	-1
C[C@@H]1CN([C@H](C)CO)S(=O)(=O)c2ccc(Br)cc2O[C@H]1CN(C)Cc1ccncc1	7	7	-15	0.0	0.1	3.6	11	0
Cc1cn([C@H]2C[C@H](O)[C@@H](CNC(=O)[C@H](N)Cc3cccnc3)O2)c(=O)[nH]c1=O	13	-1	2	0.0	0.1	-0.3	3	0
CC(=O)NC(=S)NNC(=O)CCc1ccccc1	9	-30	·	0.1	9.5	0.4	-4	-7
O=[N+]([O-])c1cccc(C=Nc2cccc3ccccc23)c1O	9	-13	1	-0.1	0.0	0.5	4	0
COc1ccc2c3c(n(C)c2c1)[C@H](CO)N(C(=O)NC(C)C)CC31CN(C(C)=O)C1	13	·	·	-0.1	0.3	-1.3	1	·
COc1ccc(C(=O)Nc2cccc(OC(=O)c3ccco3)c2)cc1	12	-12	5	·	0.1	-0.4	-1	·
Cc1ccc(OCC(=O)Nc2ccccc2Sc2ccccc2)c([N+](=O)[O-])n1	-25	-12	·	0.0	0.0	1.5	-5	-3
Cc1ccc(CSCc2ccc(C(=O)O)o2)cc1	4	-16	10	1.6	0.0	-0.7	1	0
C[C@H](CO)N1C[C@H](C)[C@@H](CN(C)C(=O)Nc2ccc(F)cc2)Oc2ccc(NC(=O)Nc3cccc4ccccc34)cc2CC1=O	3	12	-8	-3.3	0.0	-1.5	-13	-3
Cc1c2c([n+]3n1CCC3)CC(C)(C)CC2=O	5	3	-8	·	·	0.1	0	-2
Clc1cccc(CN2CCC3CC2c2cc(N4CCCCC4)ccc23)c1 (configuration not stated)	16	-31	1	0.1	-0.1	-1.1	2	-1
CCC1CCCCN1CCCNS(=O)(=O)c1ccc2c(c1)oc(=O)n2C (configuration not stated)	-2	-29	3	·	0.1	2.5	1	-11
Continuation.
SMILES	INS-1E GSIS act	RAD52 anneal inh	RAD54 inh	E-selectin induc	Xi reactivation	F508del corr	DENV2 CPE	CASP6 VEID inh
CC(C)NC(=O)Nc1ccc2c(c1)CC(=O)N([C@H](C)CO)C[C@@H](C)[C@@H](CN(C)S(=O)(=O)c1ccc(F)cc1)O2	-1	6	-4	-2.7	-0.1	3.6	-1	2
CC(=O)N1[C@H](CO)[C@@H](c2ccc(-c3ccc(C#N)cc3)cc2)C12CN(C(=O)C1CC1)C2	7	-29	·	-0.1	0.1	5.1	0	3
COc1ccc(C2OC(=O)CC2C(=O)NCc2ccccc2Cl)cc1OC (configuration not stated)	6	1	4	1.4	0.1	-2.4	3	6
CCCOc1ccc(CNC(=O)C2CCN(c3nn4c(=O)cc(C)nc4s3)CC2)cc1	4	-15	1	·	0.4	-5.5	-4	-2
Cc1ccc(CCS(=O)(=O)c2ccc(C(C)(C)C)cc2)cn1	-33	-11	-10	·	0.2	1.0	-2	0
COc1ccc(CCN=Cc2c(C)[nH]n(-c3ccc([N+](=O)[O-])cc3)c2=O)cc1OC	5	-25	·	·	0.2	0.8	3	1
COc1ccc(-c2cn3cccnc3n2)cc1Br	3	-7	·	0.7	0.3	·	0	-1
COc1ccc(C(=O)NCC(=O)N/N=C/c2c(C)[nH]c3ccccc23)cc1OC	-7	-10	·	-0.2	0.3	2.3	5	2
C[C@H]1CN([C@@H](C)CO)C(=O)c2cccc(NC(=O)C3CCOCC3)c2O[C@H]1CN(C)C(=O)Nc1ccccc1	12	0	-11	-2.0	-1.0	0.7	0	-1
CCC(=O)N(Cc1cc(=O)[nH]c2ccccc12)c1ccc(OC)cc1	53	-21	3	0.2	0.0	4.6	17	5
OC[C@@H]1[C@H](c2ccc(C#CC3(O)CCCC3)cc2)[C@H]2CN(Cc3cncnc3)CCCCN12	14	·	-3	0.0	0.2	1.0	·	·
Cc1c(Br)c([N+](=O)[O-])nn1C(C)C(=O)N1CCc2ccccc2C1 (configuration not stated)	-12	-9	-3	-1.0	0.0	0.3	24*	3
Cc1ccc(C)n1-c1ccc(C(=O)NC2CCN(Cc3ccccc3)CC2)cc1	10	·	3	-0.2	0.1	-2.0	·	·
CN(CCc1ccccc1)C(c1cc2ccccc2o1)c1nnnn1C(C)(C)C (configuration not stated)	-47	-19	·	-1.0	0.0	4.8	1	3
COc1ccc(Cc2nc3c([nH]2)c(=O)n(C)c(=O)n3C)cc1OC	32	2	-6	0.0	0.2	2.4	-5	0
COc1cc2[nH]c(C(=O)Nc3ccc(F)cc3)cc2c(OC)c1OC	-17	3	·	·	0.3	1.8	-4	4

Bioassay records deposited in PubChem BioAssay by Broad Institute.
